Compound activity (PubChem BioAssay)
Pol eta inh: inhibitors of human DNA polymerase eta. Potency, µM (top dose mostly 114 µM), for inactives: top-dose activity change, negative = inhibition, actives largely listed as inhibitors. recombinant Pol eta, fluorescent DNA replication assay. actives 1.2% (n = 390,000); also: potency is read from the fitted curve at half-maximal effect; % is scaled to controls: 0 for no effect and ±100 for the full control effect
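Pol eta at 10 nM preincubated with compounds 15 min at room temperature; reaction started with fluorescent substrate (50 nM final) and read kinetically at 0 and 10 min.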
PGK inhibitor: inhibitors of T. brucei phosphoglycerate kinase. PGK/GAPDH coupled, Kinase-Glo luminescence, 60 min. Potency, µM (doses to about 57.5 µM), without a hit: at the top dose activity change, negative = inhibition, hits mostly inhibitors. AID 602233. actives 0.043% (n = 380,000). P07378; also: potency is read from the fitted curve at half-maximal effect; % is scaled to controls: 0 for no effect and ±100 for the full control effect; nearly all actives have a fitted effect of over 60% in size
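Luminescent ATP detection (Kinase-Glo Plus) follows a 60-minute room-temperature incubation, with wells lacking PGK as controls. Buffer: 100 mM TEA (pH 7.6), 5 mM MgCl2, 0.01% Tween-20. Coupling enzyme GAPDH (100 nM final) supplies unstable 1,3-BPG in-well.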
HP1b chromo inh: HP1-beta chromodomain-methylated histone interaction inhibition | AID 540317 | actives 0.56% (n = 390,000) | AlphaScreen HP1-beta / biotin-H3K9me3 peptide binding | P83916 | Potency, µM (top dose mostly 114 µM), inactives show at the highest dose activity change, negative = inhibition, most hits filed as inhibitors; also: potency is read from the fitted curve at half-maximal effect; nearly all actives have a fitted effect of over 70% in size; inactives centre near 23
Target sequence (P83916 whole entry, looked up): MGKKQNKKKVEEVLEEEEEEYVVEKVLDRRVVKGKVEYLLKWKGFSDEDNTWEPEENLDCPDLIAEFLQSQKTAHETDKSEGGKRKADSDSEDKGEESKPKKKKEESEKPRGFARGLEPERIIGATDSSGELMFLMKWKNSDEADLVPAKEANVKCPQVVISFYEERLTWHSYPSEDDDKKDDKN
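HP1-beta protein (50 nM final) preincubated 30 min at room temperature with biotinylated H3(1-18)K9me3 peptide (50 nM) in PBS pH 7.4, 0.01% Tween-20, then compound added for 30 min. AlphaScreen streptavidin donor/nickel chelate acceptor beads (10 ug/mL final), 30 min dark, luminescence read.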
Pin1 inh: blocks the human prolyl isomerase Pin1; AID 504891; actives 0.009% (n = 390,000); Pin1 FP peptide displacement, HiFluor488, 10 min; Q13526; Potency, µM (highest dose often 115 µM), inactives show at the top dose activity, negative = inhibition, usual class: inhibitors; active = well fitted inhibition curve with a large enough effect in the polarisation, with a control signal flat, not every such curve was filed as active; inconclusive = small, poorly fitted or top-dose-only effect, or effect the other way, or a change in a side signal; inactive = no such curve, though single readings can be large or run the other way; the % refers to the polarisation; also: potency is read from the fitted curve at half-maximal effect; % is scaled to controls: 0 for no effect and ±100 for the full control effect
Target sequence (Q13526 whole entry, looked up): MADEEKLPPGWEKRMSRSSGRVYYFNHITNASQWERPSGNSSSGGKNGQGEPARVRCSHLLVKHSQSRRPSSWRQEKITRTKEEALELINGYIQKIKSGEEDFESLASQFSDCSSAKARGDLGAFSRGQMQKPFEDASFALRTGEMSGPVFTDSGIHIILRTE
BAZ2B block: inhibitors of human BAZ2B bromodomain; AlphaScreen BAZ2B-H3K14Ac peptide displacement; Potency, µM (highest dose often 114 µM), without a hit: at the highest dose activity change, negative = inhibition, usual class: inhibitors; actives 4.4% (n = 360,000); AID 504333; also: potency is read from the fitted curve at half-maximal effect; % is scaled to controls: 0 for no effect and ±100 for the full control effect; nearly all actives have a fitted effect of over 60% in size
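BAZ2B (50 nM) with biotin-H3(5-23)K14Ac peptide (50 nM) in PBS pH 7.4, 0.01% Tween-20, preformed 30 min, then compound 30 min at room temperature; top concentration 110uM. AlphaScreen streptavidin donor/nickel chelate acceptor beads (10 ug/mL final), 20 min dark, signal read.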
JMJD2A Tudor: inhibitors of human JMJD2A Tudor domain; O75164; AlphaScreen JMJD2A-Tudor / H3K4me3 peptide binding; Potency, µM (highest dose often 114 µM), for the others: top-dose activity change, negative = inhibition, usual class: inhibitors; actives 4.4% (n = 390,000); also: potency is read from the fitted curve at half-maximal effect; % is scaled to controls: 0 for no effect and ±100 for the full control effect; nearly all actives have a fitted effect of over 50% in size
GLS inhibitor: blocks human kidney-isoform glutaminase activity. O94925. GLS enzymatic activity, qHTS titration. Potency, µM (top dose mostly 45.5 µM), inactives show top-dose activity change, negative = inhibition, hits mostly inhibitors. actives 0.21% (n = 410,000). AID 624170; also: potency is read from the fitted curve at half-maximal effect; % is scaled to controls: 0 for no effect and ±100 for the full control effect
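hKGA in 45 mM KH2PO4 (pH 8.2), 0.02% Tween-20 with compound, then 1mM L-Glutamine (stock as added) plus glutamate oxidase/HRP/Amplex red coupling mix. Fluorescence read initially and after 30 min at RT; signal change reflects glutamate formation.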
PI4K2A block: inhibitors of human PI4K2A; activity change, negative = inhibition, % at 76.9 µM; actives 0.13% (n = 420,000); purified PI4K2A, ADP-Glo luminescence, 1 h; hits give low values; AID 1346378; in the data active = activity change below about -50%; inconclusive = mostly about -30% to -49%;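 also: -100% = wells without enzyme as full effect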
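Compounds are screened against recombinant PI4K2A using PI as substrate and ATP, the latter dispensed at 300 microM. Reactions run one hour at ambient temperature before ADP-Glo detection; full inhibition defined by wells lacking enzyme.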
G9a inh: blocks human histone lysine methyltransferase G9a. Q96KQ7. G9a H3K9 monomethylation, AlphaScreen, 2 h. Potency, µM (top dose mostly 102 µM), without a hit: at the top dose activity, negative = inhibition, most hits filed as inhibitors. actives 8.8% (n = 350,000); also: potency is read from the fitted curve at half-maximal effect; % is scaled to controls: 0 for no effect and ±100 for the full control effect; nearly all actives have a fitted effect of over 75% in size
Target sequence (Q96KQ7 913-1193 limits assumed): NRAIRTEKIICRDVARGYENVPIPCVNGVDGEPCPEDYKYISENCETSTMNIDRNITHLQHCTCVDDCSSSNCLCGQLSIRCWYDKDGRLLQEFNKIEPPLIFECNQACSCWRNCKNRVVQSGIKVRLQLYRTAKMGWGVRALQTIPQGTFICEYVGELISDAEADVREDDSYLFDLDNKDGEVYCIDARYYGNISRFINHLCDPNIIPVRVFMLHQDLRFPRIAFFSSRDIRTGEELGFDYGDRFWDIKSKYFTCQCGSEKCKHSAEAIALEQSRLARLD
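Methyltransferase reactions run at room temperature for 2 h (20 nM enzyme, 500 nM biotin-H3K9 peptide, 20 uM SAM) after a 15 min compound preincubation; product detected by AlphaScreen beads and anti-H3K9me1 antibody.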
Active calls of the source: *; i = inactive; ? = inconclusive; · = not tested or not shown; & = joins results of further samples; ! = not active in a repeat; [ ] = dose if it differs, or a comment. Unless noted, calls follow the shape of the dose curve; as a rule, active = well fitted curve in the direction sought with a large enough effect; inconclusive = small, poorly fitted or top-dose-only effect, or another doubt; inactive = no such curve, though single readings can be large; an effect the other way counts as inactive or inconclusive.

Pol eta inh	PGK inhibitor	HP1b chromo inh	Pin1 inh	BAZ2B block	JMJD2A Tudor	GLS inhibitor	PI4K2A block	Structure	G9a inh
?	-8%	3%	1%	-37%	-16%	1%	0	COc1cc2nc(N(CCCN(C)C)C(=O)c3ccc(S(=O)(=O)N4CCc5ccccc5C4)cc3)sc2cc1OC	40µM*
-19%	6%	49%[activator]	-2%	-21%	-9%	0%	-21	c1ccc(-c2noc(-c3cccnc3NCc3ccco3)n2)cc1	18µM*
-16%	-8%	57%	-1%	1%	13%	-3%	8	Cc1cc(NC(=O)C2(c3ccccc3)CCCC2)no1	-12%[59 µM]
-12%&-6%	-5%	?	2%&1%	-7%&2%	56µM*!	2%&2%	1&4	CC1CCN(CCCNC(=O)CN2C(=O)CSc3ccc(S(=O)(=O)N4CCC(C)CC4)cc32)CC1	4%[59 µM]
-17%	-8%	41%[activator]	3%	0%	-19%	3%	0	Cc1nc(SCCC(C)C)c([N+](=O)[O-])[nH]1	28µM*
-7%	i	?	1%	50µM*	20µM*	-2%	13	CN(CCc1ccccn1)Cc1ccc(Cl)cc1Cl	-20%[0.0925 µM]
-8%	7%	48%[activator]	4%	·	-11%	8%	1	CCCN1Cc2cc(OC)ccc2-c2ccccc2S1(=O)=O	·
-18%	9%	60%[activator]	?	-1%	-28%	1%	0	CC1CCN(C(=O)c2[nH]cnc2C(=O)N[C@@H](Cc2ccccc2)C(=O)OC(C)(C)C)CC1	-1%
1%	-1%	?	40%[activator]	-38%	-35%	30%[activator]	5	CC(C)CCN(CCC(C)C)C/C(O)=C(\C#N)c1nc(-c2ccccc2)cs1	-5%[59 µM]
19%	-23%	13%	-2%	-38%	-24%	33%[activator]	-20	O=C(N/N=C1\C/C(=N\NC(=O)c2ccncc2)c2ccccc21)c1ccncc1	-45%
-9%	-7%[11.5 µM]	-13%	16%	-4%	-20%	11%	1	O=C(NC(NC(=S)Nc1ccccc1)C(Cl)(Cl)Cl)c1cccc(Cl)c1 (stereo not drawn)	·
-21%	-5%	31%	-1%	-1%	-8%	19%	0	Cc1nn(CCO)c(N)c1C1(O)C(=O)Nc2c(Cl)cc(Cl)cc21 (stereo not drawn)	43%
-15%	-5%	-9%	1%	-2%	-28%	0%	1	O=C(CCn1nc(-c2ccc(Cl)cc2)ccc1=O)NCCc1ccccc1	0%[59 µM]
-7%	-11%	38%	0%	6%	-13%	3%	2	COC(=O)CCC(=O)NN1C(=O)c2ccccc2C1=O	2%
-21%	3%	15%	8%	-13%	-9%	5%	1	CC(=O)c1ccc(N2CCN(C(=O)C3CCN(S(=O)(=O)c4cccc5nonc45)CC3)CC2)cc1	5%[59 µM]
0%	-7%	37%[activator]	1%	·	-8%	-1%	0	O=C1CC(C(=O)N(c2cccc(F)c2)C(C(=O)NC2CCCC2)c2ccccn2)CS1 (stereo not drawn)	2%[59 µM]
-21%	1%	41%[activator]	5%	5%	-7%	3%	2	O=C(NCc1ccccn1)c1cc(-c2ccc(Cl)cc2)nc2ccccc12	13%[59 µM]
-18%	-7%	9%	-7%	?	-5%	9%	-2	O=C(NC(=S)N1CCN(Cc2ccccc2)CC1)c1cccnc1	·
-8%	-1%	·	·	·	·	1%	3	C[C@@H]1CN([C@H](C)CO)C(=O)CCCn2nncc2CO[C@@H]1CN(C)S(=O)(=O)c1ccc(Cl)cc1	·
-7%	-4%	27%	-4%	-13%	1%	-8%	2	N=c1oc2ccccc2cc1-c1nc2ccccc2c(=O)[nH]1	-12%

3 compounds from above, sorted by heavy-atom count, falling:
Pol eta inh	PGK inhibitor	HP1b chromo inh	Pin1 inh	BAZ2B block	JMJD2A Tudor	GLS inhibitor	PI4K2A block	Structure	G9a inh
-8%	-1%	·	·	·	·	1%	3	C[C@@H]1CN([C@H](C)CO)C(=O)CCCn2nncc2CO[C@@H]1CN(C)S(=O)(=O)c1ccc(Cl)cc1	·
-15%	-5%	-9%	1%	-2%	-28%	0%	1	O=C(CCn1nc(-c2ccc(Cl)cc2)ccc1=O)NCCc1ccccc1	0%[59 µM]
-9%	-7%[11.5 µM]	-13%	16%	-4%	-20%	11%	1	O=C(NC(NC(=S)Nc1ccccc1)C(Cl)(Cl)Cl)c1cccc(Cl)c1 (stereo not drawn)	·

Another view of some results above:
> O=C(N/N=C1\C/C(=N\NC(=O)c2ccncc2)c2ccccc21)c1ccncc1
  Pol eta inh = 19% | PGK inhibitor = -23% | HP1b chromo inh = 13% | Pin1 inh = -2% | BAZ2B block = -38% | JMJD2A Tudor = -24% | GLS inhibitor = 33%[activator] | PI4K2A block = -20 | G9a inh = -45%
> O=C(NC(NC(=S)Nc1ccccc1)C(Cl)(Cl)Cl)c1cccc(Cl)c1 (stereo not drawn)
  Pol eta inh = -9% | PGK inhibitor = -7%[11.5 µM] | HP1b chromo inh = -13% | Pin1 inh = 16% | BAZ2B block = -4% | JMJD2A Tudor = -20% | GLS inhibitor = 11% | PI4K2A block = 1 | G9a inh = ·
> Cc1nn(CCO)c(N)c1C1(O)C(=O)Nc2c(Cl)cc(Cl)cc21 (stereo not drawn)
  Pol eta inh = -21% | PGK inhibitor = -5% | HP1b chromo inh = 31% | Pin1 inh = -1% | BAZ2B block = -1% | JMJD2A Tudor = -8% | GLS inhibitor = 19% | PI4K2A block = 0 | G9a inh = 43%
> O=C(CCn1nc(-c2ccc(Cl)cc2)ccc1=O)NCCc1ccccc1
  Pol eta inh = -15% | PGK inhibitor = -5% | HP1b chromo inh = -9% | Pin1 inh = 1% | BAZ2B block = -2% | JMJD2A Tudor = -28% | GLS inhibitor = 0% | PI4K2A block = 1 | G9a inh = 0%[59 µM]

These rows are one share of the data (hit frequency here may not be typical).
